HepG2 tox = HepG2 cytotoxicity, counter-screen for TGF-b inhibitors; Potency, µM (top dose mostly 46.1 µM), inactives show at the highest dose activity change, negative = cytotoxicity, actives largely listed as cytotoxic; hit rate 0.76% among 410,000; HepG2 CAGA-GFP viability, ATP luminescence, 18 h; also: some results filed as inactive show a strong effect at the top dose
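CellTiter-Glo luminescence gave cytotoxicity after 18 hours at 37 degrees C. The cells were HepG2 CAGA-GFP in 1% FBS DMEM, stimulated with 500 pg/mL TGF-beta after compound addition. %Activity was normalised to no-cell wells (complete cell-killing) and DMSO (no toxicity), and curves were fitted and classified.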
EPAC2 antagonist = antagonists of human EPAC2 | Q8WZA2 | EPAC2 GEF exchange of Rap1B-BODIPY-GDP, fluorescence | Potency, µM (highest dose often 114 µM), for the others: at the top dose activity, negative = inhibition, hits mostly inhibitors | hit rate 0.18% among 360,000 | AID 720708; also: % is scaled to controls: 0 for no effect and ±100 for the full control effect; nearly all actives have a fitted effect of over 45% in size; many of its hits are not listed in these tables
Target sequence (Q8WZA2 whole entry, looked up): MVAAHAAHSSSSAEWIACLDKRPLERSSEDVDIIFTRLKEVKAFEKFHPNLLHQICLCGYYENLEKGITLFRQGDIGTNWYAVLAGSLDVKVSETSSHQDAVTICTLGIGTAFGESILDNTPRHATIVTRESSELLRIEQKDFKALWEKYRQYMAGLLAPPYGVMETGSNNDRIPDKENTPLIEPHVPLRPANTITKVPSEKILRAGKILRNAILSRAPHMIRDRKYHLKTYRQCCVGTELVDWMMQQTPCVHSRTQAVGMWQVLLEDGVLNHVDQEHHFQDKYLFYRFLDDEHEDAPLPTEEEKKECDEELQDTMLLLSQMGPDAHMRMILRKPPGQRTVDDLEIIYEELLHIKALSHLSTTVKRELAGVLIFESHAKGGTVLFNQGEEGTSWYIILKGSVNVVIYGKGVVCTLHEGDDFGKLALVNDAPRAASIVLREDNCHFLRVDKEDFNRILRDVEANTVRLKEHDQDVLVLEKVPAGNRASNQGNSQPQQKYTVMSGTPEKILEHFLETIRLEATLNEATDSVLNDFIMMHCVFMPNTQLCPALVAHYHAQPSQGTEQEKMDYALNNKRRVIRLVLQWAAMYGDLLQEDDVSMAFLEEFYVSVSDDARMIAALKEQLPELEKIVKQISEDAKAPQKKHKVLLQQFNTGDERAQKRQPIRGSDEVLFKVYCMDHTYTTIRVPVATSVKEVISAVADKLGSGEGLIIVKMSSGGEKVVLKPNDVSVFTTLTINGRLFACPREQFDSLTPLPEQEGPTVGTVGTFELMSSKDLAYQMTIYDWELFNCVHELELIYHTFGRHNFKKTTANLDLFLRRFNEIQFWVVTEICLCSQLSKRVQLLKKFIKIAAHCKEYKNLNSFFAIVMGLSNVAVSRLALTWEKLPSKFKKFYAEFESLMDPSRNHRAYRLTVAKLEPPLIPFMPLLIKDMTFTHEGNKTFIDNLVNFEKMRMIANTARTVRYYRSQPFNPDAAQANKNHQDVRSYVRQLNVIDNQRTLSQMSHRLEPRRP
TGFb SMAD3 inh = blocks TGF-b signaling; HepG2 CAGA-GFP TGF-b/SMAD3 reporter, GFP fluorescence, 18 h; TGF-beta stimulated, 500 pg/mL final; Potency, µM (titrated, usually from 46.1 µM), inactives show at the highest dose activity, negative = inhibition, actives largely listed as inhibitors; hit rate 1.2% among 410,000; also: % is scaled to controls: 0 for no effect and ±100 for the full control effect; nearly all actives have a fitted effect of over 65% in size
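HEPG2 CAGA-GFP cells (1000/well, DMEM with 1% FBS) were pre-incubated 2 h at 37 degrees C, given compound by pin tool, then stimulated with TGF-beta at 500 pg/mL final for 18 h before per-cell GFP fluorescence imaging.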
MCF10A rerep = inducers of DNA re-replication in MCF 10A breast cells | Potency, µM (top dose mostly 46.1 µM), inactives show top-dose activity, positive = re-replication, hits mostly activators | hit rate 2.9% among 350,000 | AID 624296 | MCF 10A DNA re-replication, Hoechst nuclear intensity, 48 h; also: % of control where 0% means no effect; nearly all actives have a fitted effect of over 50% in size
Nrf2 block = Nrf2 pathway inhibition; A549 ARE-Fluc reporter, luciferase luminescence, 18-24 h; Potency, µM (series often up to 46 µM), without a hit: at the highest dose activity change, negative = inhibition, hits mostly inhibitors; hit rate 2.1% among 360,000; AID 504444; also: % is scaled to controls: 0 for no effect and ±100 for the full control effect; nearly all actives have a fitted effect of over 60% in size
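Cells were seeded and rested 2 h, then exposed to compounds for 18-24 h. CellTiter-Fluor was read first as a viability measure. BugLite was added 15 min before the final luminescent read of ARE-luciferase activity in A549 cells.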
ATXN2 expr inh = reduces ATXN2 reporter expression in HEK-293 cells | AID 1745845 | HEK-293 ATXN2-luciferase reporter, luminescence, 24 h | Potency, µM (titrated, usually from 57 µM), for inactives: top-dose activity change, negative = inhibition, usual class: inhibitors | hit rate 0.72% among 360,000; also: % is scaled to controls: 0 for no effect and ±100 for the full control effect; nearly all actives have a fitted effect of over 55% in size
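ATXN2-luciferase reporter cells (luciferase flanked by upstream and downstream ATXN2 gene portions) were treated 24 h at 37 °C with compounds at up to 57 uM. SteadyGlo luminescence gave expression; GF-AFC fluorescence gave viability.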
Nrf2 ARE act = Nrf2 pathway activation. Potency, µM (highest dose often 46.1 µM), without a hit: top-dose activation, usual class: activators. AREc32 ARE-luciferase reporter (MCF7-derived line), luminescence, 24 h. hit rate 0.31% among 410,000; also: % of control where 0% means no effect; nearly all actives have a fitted effect of over 65% in size
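Luciferase luminescence (Steady-Glo, 30 min at room temperature) served as the read-out of ARE activation in AREc32 cells treated with compounds for 24 hr at 37 deg C.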
S2 tox = cell viability loss in ATXN counter-screen. S2 cells (HEK-293 line with an ATXN2-luciferase reporter) viability, CellTiter-Fluor protease fluorescence, 24 h. Potency, µM (series often up to 56.7 µM), hits mostly cytotoxic. hit rate 0.49% among 400,000; also: nearly all actives have a fitted effect of over 40% in size
A549 tox = A549 cytotoxicity, counter-screen for Nrf2 inhibitors; A549 ARE-Fluc cells, CellTiter-Fluor viability, 18-24 h; Potency, µM (series often up to 46 µM), inactives show at the top dose activity change, negative = cytotoxicity, actives largely listed as inhibitors; hit rate 0.16% among 390,000; also: % is scaled to controls: 0 for no effect and ±100 for the full control effect
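A549 ARE-Fluc cells in 5% FBS OPTI-MEM, 5000 cells/well, rested 2 h then exposed to compounds in concentration-response for 18-24 h at 37 °C. Viability by CellTiter-Fluor fluorescence (Ex 405/Em 525) after 30 min; luciferase luminescence (BugLite, 15 min, RT) read afterwards.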
* hit, by the source's call; i = inactive; u = inconclusive; x = no result given; [ ] = remark or other dose. Calls follow the shape of the dose curve; as a rule, active = well fitted curve in the direction sought with a large enough effect; inconclusive = small, poorly fitted or top-dose-only effect, or another doubt; inactive = no such curve, though single readings can be large; an effect the other way counts as inactive or inconclusive. Potency is read from the fitted curve at half-maximal effect. This is a subset. The share of hits here may be higher or lower than overall.

The line under a structure holds: HepG2 tox	EPAC2 antagonist	TGFb SMAD3 inh	MCF10A rerep	Nrf2 block	ATXN2 expr inh	Nrf2 ARE act	S2 tox	A549 tox
O=C(OCCc1cc2ccccc2c(=O)o1)c1ccc(C(F)(F)F)cc1
→ -6.0%	-16.2%	0.7%	-10.6%	11.3%	4.4%	-0.6%	i	-2.4%
O=C(COC(=O)/C=C/c1cccc(C(F)(F)F)c1)NC1CCCCCC1
→ 4.9%	0.6%	-8.4%	-0.5%	-2.7%	6.6%	0.2%	i	1.0%
Nc1c(C(=O)N/N=C/c2ccc([N+](=O)[O-])cc2)sc2nnc(-c3ccccc3)c(-c3ccccc3)c12
→ -23.9%	-5.9%	-4.5%	-4.5%	-3.8%	5.2%	0.2%	i	-2.3%
COC(=O)c1ccccc1NC(=O)Cn1ncc2c(C)n(Cc3ccc(F)cc3)c(C)c2c1=O
→ -35.6%	x	u	x	u	x	-0.3%	x	-17.9%
CCN(CC)S(=O)(=O)c1ccc(C)c(NC(=O)COC(=O)c2ccc(C)c(S(=O)(=O)N3CCOCC3)c2)c1
→ -1.2%	5.8%	-1.8%	6.8%	4.3%	x	-0.6%	x	-5.1%
COc1ccc(C(=O)c2c[nH]c(C(=O)NCc3cccnc3)c2)cc1
→ -0.7%	0.5%	-20.8%	9.8%	x	u	3.4%	u	2.6%
COc1ccc(S(=O)(=O)NCCc2ccccc2)c2cccnc12
→ 10.7%	10.5%	3.8%	7.3%	u	x	0.2%	i	-0.8%
CCCCNC(=S)Nc1cccc(C(C)=O)c1
→ -5.9%	-3.2%	u	-0.6%	3.5%	1.1%	2.0%	i	0.9%
O=C(c1ccc(N2CCN(C(=O)c3ccc(F)cc3F)CC2)cc1)c1cccc(F)c1
→ -38.9%	1.1%	u	u	u	u	0.4%	u	-3.6%
CCOC(=O)C1CCN(c2ncnc3cc(OC)c(OC)cc23)CC1
→ -2.9%	-7.4%	13.3%	-1.2%	-10.2%	-5.0%	1.3%	i	1.7%
Cc1cc(-c2ccc(C)c(S(=O)(=O)N(C)c3ccc(C)c(C)c3)c2)on1
→ -27.2%	x	-23.2%	x	u	x	-0.4%	x	16.6%
COC(=O)C(C)(C(=O)OC)c1ccc([N+](=O)[O-])cn1
→ 1.9%	-1.9%	u	-179.2%[0.0737 µM]	-19.1%	8.0%	0.3%	i	-2.1%
CNS(=O)(=O)c1cccc(C(=O)OCc2cc(C(C)=O)ccc2OC)c1
→ -16.5%	9.6%	-24.8%	-42.5%[inhibitor]	u	-14.7%	2.5%	i	-3.5%
CCCNc1ncnc2[nH]ncc12
→ 8.0%	-2.2%	21.6%	-16.1%	-2.4%	2.3%	-0.1%	i	-2.1%
O=C(Nc1ncc([N+](=O)[O-])s1)C1COc2ccccc2O1 (configuration not stated)
→ -40.4%	-3.1%	u	18.9%	14.6µM*	-37.1%	-0.9%	u	20.6µM*
CCCn1c(SCC(=O)Nc2nc(C)c(C(=O)OC)s2)nnc1C(C)C
→ 0.9%	2.6%	-24.4%	-5.0%	1.8%	4.9%	-0.2%	i	-9.3%
Cc1ccc(CN2CCSc3ccc(C(=O)N4CCN(c5ccccc5)CC4)cc32)cc1
→ -1.4%	x	-2.6%	x	-0.7%	-7.3%	0.0%	i	9.1%
COc1ccc(-c2c3c(=O)n(C)c(=O)n(C)c3cn2-c2cc(OC)ccc2OC)cc1
→ 39.3%	-0.8%	-0.3%	-0.5%	u	-13.7%	3.8%	i	5.0%
Cc1cc(C)c(CN2CCN(C(=O)Cn3cnc4c(NCc5ccccc5)ncnc43)CC2)c(C)c1
→ -10.4%	-21.2%	u	35.0%	3.66µM*	-29.1%	0.9%	u	-8.4%
CC[C@H](C)[C@H]1CNC(=O)C(=O)N1CC1CCN(CCCc2ccc(OC)c(OC)c2)CC1
→ -7.7%	-9.0%	-0.3%	-1.6%	-5.0%	3.2%	0.6%	i	5.2%
COC(=O)c1ccc2c(=O)n3nc(Nc4cc(OC)ccc4OC)sc3nc2c1
→ 6.0%	x	17.9%	x	x	x	1.6%	x	1.3%
O=C(CSc1n[nH]c(-c2ccccc2)n1)Nc1ccccc1O
→ -1.5%	5.4%	3.0%	0.1%	6.0%	-2.4%	u	i	-5.5%
COC(=O)Cc1ccc(NC(=S)NCc2ccc(Cl)cc2)cc1
→ -19.1%	-3.0%	-12.5%	0.0%	0.3%	4.4%	-0.7%	i	0.3%
CCCOc1ccc(NC(=O)CC2C(=O)N(c3ccccc3)C(=O)N2Cc2ccc(F)cc2)cc1 (configuration not stated)
→ -69.2%	x	10µM*	x	21.7%	x	7.8%	x	3.0%
Cc1nc(C(=O)NNC(=O)c2ccccc2)c(C(F)(F)F)o1
→ -38.3%	-5.1%	0.0%	2.5%	u	-18.7%	-0.4%	i	0.1%
COc1ccc2c(c1)CC/C2=N\OC(=O)c1cccc(C)c1
→ -2.1%	8.9%	-22.0%	10.2%	16.0%	78.0%[activator]	2.7%[9.22 µM]	i	3.2%
Cc1c(NC(=O)CSc2nnc(Nc3ccccc3)s2)c(=O)n(-c2ccccc2)n1C
→ -6.1%	10.2%	-8.0%	-0.8%	4.9%	-11.0%	1.0%[9.22 µM]	u	1.2%
CCn1c2ccccc2c2cc(/C=N/NC(=O)c3cc(O)cc(O)c3)ccc21
→ -51.6%	-0.6%	15.8µM*	u	6.5%	-22.3%	5.5%	u	-4.8%
COc1ccccc1NC(=O)CSc1nc(O)cc(=O)[nH]1
→ -9.6%	-0.9%	4.1%	-2.1%	9.4%	-1.2%	-0.9%	i	-6.9%
Cc1cc(N2CCN(Cc3cn(C)nc3-c3ccccc3F)CC2)cc(C)n1
→ -1.7%	-21.2%	-6.1%	16.4µM*	-8.7%	-17.9%	0.1%	i	u
COc1ccc(Cc2noc(CN(C)CC3CCN(Cc4ccccc4)CC3)n2)cc1OC
→ 5.8%	4.8%	-14.9%	2.1%	1.6%	x	-0.5%	i	11.0%
Cc1ccc(CS(=O)(=O)c2cn(CC(=O)N(C)c3ccccc3)c3ccccc23)cc1
→ -25.5%	x	-11.0%	x	u	x	6.0%	x	-5.6%
Cc1cc(-c2ccco2)n(CC(=O)NCCCc2ccccc2)n1
→ 5.4%	-2.6%	0.1%	-5.4%	-7.9%	-0.7%	-0.3%	i	-3.4%
CC(C)CNC(=O)Nc1cc(C(=O)NCc2ccc(C(C)C)cc2)ccc1N1CCCC1
→ -4.5%	x	-1.2%	x	x	-9.1%	0.4%	u	-9.5%
COCCn1c(SCC(=O)N2CCCCCC2)nc2c(c1=O)SCC2
→ -29.5%	-3.0%	-29.8%	2.2%	2.1%	-9.2%	-0.4%	i	3.0%
NC(=O)c1nnsc1Sc1c(C(N)=O)nnn1-c1cccc(N)c1
→ -1.4%	2.7%	-9.1%	17.8%	-19.2%	x	18.1%	u	-3.9%
CC(C)c1nc(SCC(=O)N2CCOCC2)c2c(=O)n(C)c(=O)n(C)c2n1
→ -14.1%	0.7%	3.5%	-4.1%	1.3%	-3.4%	-0.5%	i	-9.7%
CC1(c2ccccc2Cl)NC(=O)N(CC(=O)c2ccc3c(c2)OCO3)C1=O (configuration not stated)
→ 2.0%	-6.4%	6.0%	-24.3%	-10.3%	-4.8%	0.3%	i	3.5%
COc1ccc(CCCc2nnc(SCC(=O)Nc3ncc(C)s3)o2)cc1
→ 4.2%	-4.1%	0.0%	-0.7%	-0.4%	0.3%	4.2%	i	-9.1%
C#CCOCCOCCOCCNc1nc(N2CCN(C(=O)Cn3cc(CCCCN)nn3)CC2)nc(N2CCN(C(=O)[C@H](CCCCN)n3cc(CCC(=O)O)nn3)CC2)n1
→ 3.3%	1.3%	6.0%	2.8%	12.0%	8.8%	0.0%	i	-1.2%
COc1cccc(COCC(O)Cn2cnc3cc(C)c(C)cc32)c1 (configuration not stated)
→ 2.8%	-0.5%	-27.8%	9.7%	u	-6.7%	-0.7%	i	-0.5%
Nc1ccc(-c2c3ccc(=O)cc-3oc3cc(O)ccc23)c(C(=O)O)c1
→ 0.2%	199.3%[activator]	u	0.9%	-1.7%	0.8%	-0.2%	u	-17.1%
CC(C)[C@H](NC(=O)N1CCn2c1nc1ccccc12)C(=O)N[C@H](C(=O)O)c1ccccc1
→ 3.4%	15.2%	9.0%	23.0%	10.7%	8.5%	0.2%	i	-1.8%
Cc1cc(-c2nnc(SCC(=O)Nc3ccccc3C(F)(F)F)o2)c(C)n1-c1ccccc1
→ -0.1%	-6.9%	4.0%	6.5%	x	63.7%[activator]	0.5%	i	-1.2%
Cc1cc(Nc2ccccc2O)c2ccccc2n1
→ -14.2%	-11.6%	1.0%	2.3%	1.8%	-19.4%	2.3%	i	0.7%
O=C(c1ccccc1)N(C1=NCCCCS1)c1ccccc1
→ -81.9%	-8.3%	26.5%	13.8%	3.2%	9.3%	-0.5%	i	1.9%
CCCCNC(=O)C1(C)CCC(=O)N1C1CC1 (configuration not stated)
→ -0.6%	7.9%	-14.0%	x	x	2.9%	-1.4%	i	x

Quoted at random: three compounds from above.
The line under a structure holds: HepG2 tox	EPAC2 antagonist	TGFb SMAD3 inh	MCF10A rerep	Nrf2 block	ATXN2 expr inh	Nrf2 ARE act	S2 tox	A549 tox
C#CCOCCOCCOCCNc1nc(N2CCN(C(=O)Cn3cc(CCCCN)nn3)CC2)nc(N2CCN(C(=O)[C@H](CCCCN)n3cc(CCC(=O)O)nn3)CC2)n1
→ 3.3%	1.3%	6.0%	2.8%	12.0%	8.8%	0.0%	i	-1.2%
CC[C@H](C)[C@H]1CNC(=O)C(=O)N1CC1CCN(CCCc2ccc(OC)c(OC)c2)CC1
→ -7.7%	-9.0%	-0.3%	-1.6%	-5.0%	3.2%	0.6%	i	5.2%
COC(=O)C(C)(C(=O)OC)c1ccc([N+](=O)[O-])cn1
→ 1.9%	-1.9%	u	-179.2%[0.0737 µM]	-19.1%	8.0%	0.3%	i	-2.1%

From PubChem
